# High-throughput results from PubChem.
# Pf apPOL inh – Pf-apPOL DNA polymerase inhibition | Recombinant Pf-apPOL, molecular beacon fluorescence, 1.5 h | inhibition, % at 10 µM | 0.25% of 210,000 active | AID 1794808
# mHTT-CaM PPI inh – mHTT-calmodulin interaction abrogation. P42858. AlphaScreen His-mHTT/GST-CaM binding, luminescence. inhibition, % at 15 µM. 3.6% of 190,000 active;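 further: 0% = both proteins with DMSO and 100% = one protein alone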
# The depositor's hits bear a star; . = not tested or not shown; & = joins results of further samples. No stated cut-off is given here; in the data, active means inhibition above about 50%; inactive means the rest. Some of the compounds tested. The share of hits here may be higher or lower than overall.
SMILES,Pf apPOL inh,mHTT-CaM PPI inh
CC1CCc2c(cnc3c(C(=O)NCc4ccc(OC(C)C)cc4)cnn23)C1 (stereo not given),-1,-4
COc1ccc(NC(=O)c2sc3nc(C)c(Cl)c(C)c3c2N)cc1,-3,-2
CCn1c(=O)c(C(=O)Nc2ccccn2)c(O)c2ccccc21,-7,3
CCOc1ccccc1NC(=O)c1cc(S(=O)(=O)NC(CC)Cc2ccccc2)ccc1F (stereo not given),-21,2
Cc1nc(C)c(-c2nc(-c3ccc(Oc4ccccc4)cc3)no2)s1,-1,-13
c1ccc(-n2ncnc2-c2ccc3c(c2)OCO3)cc1,4&-2,2&0
O=C(CSc1ncn[nH]1)Nc1cc(C(F)(F)F)ccc1Cl,-2,-4
CCn1nc(CNC(=O)c2cncc(Br)c2)c2ccccc21,-4,1
CC(=O)c1cccc(NC(=O)c2ccc([N+](=O)[O-])cc2)c1,6,0
O=c1[nH]c(/C=C/c2ccccc2[N+](=O)[O-])nc2ccccc12,-5,3
O=C(NNS(=O)(=O)c1ccc(Cl)cc1)c1ccc([N+](=O)[O-])cc1,5&-3,.
CC1CCc2c(sc3ncnc(Nc4ccc5c(c4)OCCO5)c23)C1 (stereo not given),2,18
CC(Cl)=CCn1c(SCC(=O)c2ccc(Cl)cc2)nc2c1c(=O)[nH]c(=O)n2C,-8,-9
CCn1c(=O)c2c(ncn2Cc2ccccc2C)n(-c2ccccc2C)c1=O,0,-1
CCSc1nnc(-c2nn(C)c3c2CN(C(=O)c2cccc(OC)c2)CC3)n1C,1,3
CC(=O)Oc1ccc2c(=O)c(-c3ccc4c(c3)OCCCO4)c(C)oc2c1C,9,-2
Cc1nn(C(=O)c2cccc([N+](=O)[O-])c2C)c(C)c1S(=O)(=O)N1CCOCC1,-4,-9
CCN(CC)CCNc1c2c(c(C#N)c3nc4ccccc4n13)CCCC2,0,-5
Cc1ccc(-n2c(=O)c3c4c(sc3n3c(SCC(=O)c5ccccc5)nnc23)CCC4)cc1,-4,-1
COc1cccc(CC(=O)N2CCN(C3=NC=CN4C3=NCC4C)CC2)c1 (stereo not given),-10,13
O=C(Nc1ccc(F)cc1F)C1CCc2sc(C(=O)N3CCCC3)cc2C1 (stereo not given),0,14
CCCOc1ccc(CNC(=O)C2CCc3nc(N4CCCCC4)ncc3C2)cc1 (stereo not given),-3,-2
COc1ccc(OC)c(NC(=O)CCc2cccc3[nH]ccc23)c1,-2,27
O=C(CNC(=O)c1ccc(=O)[nH]c1)Nc1ccncc1,-3,-1
COc1cccc(-c2coc3cc4oc(=O)c5c(c4cc23)CCCC5)c1,-7,-2
Cc1ccccc1C1CN(C(=O)c2ccc(F)cc2)CC1C(=O)NCC(C)C (stereo not given),-2,14
CCc1ccc(-c2cc(C(=O)N3CCN(C)CC3)c3ccccc3n2)cc1,-8,23
Oc1cccc(CN2CCSCC2)c1,0,5
O=[N+]([O-])c1ccccc1CNC1CCCCCC1,8,-8
COc1ccc(Br)cc1CNC(=O)Cc1cn(C)c2ccccc12,-1,23

# Taken from the listing for reference:
SMILES,Pf apPOL inh,mHTT-CaM PPI inh
O=C(NNS(=O)(=O)c1ccc(Cl)cc1)c1ccc([N+](=O)[O-])cc1,5&-3,.
CC1CCc2c(sc3ncnc(Nc4ccc5c(c4)OCCO5)c23)C1 (stereo not given),2,18
CC(Cl)=CCn1c(SCC(=O)c2ccc(Cl)cc2)nc2c1c(=O)[nH]c(=O)n2C,-8,-9
CCn1c(=O)c2c(ncn2Cc2ccccc2C)n(-c2ccccc2C)c1=O,0,-1
CCSc1nnc(-c2nn(C)c3c2CN(C(=O)c2cccc(OC)c2)CC3)n1C,1,3
CC(=O)Oc1ccc2c(=O)c(-c3ccc4c(c3)OCCCO4)c(C)oc2c1C,9,-2
Cc1nn(C(=O)c2cccc([N+](=O)[O-])c2C)c(C)c1S(=O)(=O)N1CCOCC1,-4,-9
CCN(CC)CCNc1c2c(c(C#N)c3nc4ccccc4n13)CCCC2,0,-5
Cc1ccc(-n2c(=O)c3c4c(sc3n3c(SCC(=O)c5ccccc5)nnc23)CCC4)cc1,-4,-1
COc1cccc(CC(=O)N2CCN(C3=NC=CN4C3=NCC4C)CC2)c1 (stereo not given),-10,13
O=C(Nc1ccc(F)cc1F)C1CCc2sc(C(=O)N3CCCC3)cc2C1 (stereo not given),0,14
CCCOc1ccc(CNC(=O)C2CCc3nc(N4CCCCC4)ncc3C2)cc1 (stereo not given),-3,-2
COc1ccc(OC)c(NC(=O)CCc2cccc3[nH]ccc23)c1,-2,27
O=C(CNC(=O)c1ccc(=O)[nH]c1)Nc1ccncc1,-3,-1
COc1cccc(-c2coc3cc4oc(=O)c5c(c4cc23)CCCC5)c1,-7,-2
Cc1ccccc1C1CN(C(=O)c2ccc(F)cc2)CC1C(=O)NCC(C)C (stereo not given),-2,14
CCc1ccc(-c2cc(C(=O)N3CCN(C)CC3)c3ccccc3n2)cc1,-8,23
Oc1cccc(CN2CCSCC2)c1,0,5
O=[N+]([O-])c1ccccc1CNC1CCCCCC1,8,-8
COc1ccc(Br)cc1CNC(=O)Cc1cn(C)c2ccccc12,-1,23

# Other structures
SMILES,Pf apPOL inh,mHTT-CaM PPI inh
COc1cccc(NC(=O)c2oc3ccc(S(=O)(=O)N4CCCCCC4)cc3c2C)c1,-2,-6
O=C(Nc1ccccc1F)N1CCc2nc(Cc3cccc(F)c3)[nH]c(=O)c2C1,-3,4
COc1ccccc1C1=N/C(=C\C(C)=C\c2ccccc2)C(=O)O1,-5,-1
Cc1ccc(S(=O)(=O)N2CCN(C)c3ccccc32)c(C)c1,-2,-7
COc1ncc(C(=O)N2CCN(c3cccc(Cl)c3)CC2)cn1,-1,0
CC(=O)Nc1cc(C(=O)N2CCN(c3cc(C)ccc3C)CC2)c2ccc(C)nc2c1,-16,100*
COc1ccccc1NC(=O)O[C@@H]1C[C@H]2C[C@@H]1[C@H]1CCCCN1[C@H]2Cc1ccccc1,-3,11
Cc1ccc(C2CCCN2C(=O)Nc2cccc(Cl)c2)cc1 (stereo not given),14,-20
Fc1ccc(C2CC(c3ccc(Br)cc3)Nc3ncnn32)cc1 (stereo not given),-5,7
Cc1cc2n(n1)CCC(=O)N2CCCC(=O)NCCc1ccccc1,-6,-8
Cc1ccc([N+](=O)[O-])cc1NC(=O)c1cc2ccccc2c(=O)o1,-10,-1
CCOc1ccc(N/C(=C(\C(Cl)=C(Cl)Cl)[N+](=O)[O-])n2nc(C)cc2C)cc1,-1,18
CN(C)Cc1c(O)ccc2c1OC(=Cc1cc(Br)cc3c1OCOC3)C2=O,-3,4
Cc1ccc(S(=O)(=O)n2nc(C)c(N=Nc3ccc(Cl)cc3)c2C)cc1,-8,.
CC1CC(C)CN(S(=O)(=O)c2ccc(F)c(C(=O)NCCC3=CCCCC3)c2)C1 (stereo not given),2,0
CSc1sc(C(N)=S)c(C)c1C(C)=O,0,.
COc1cc(/C=C2\NC(=O)NC2=O)cc(Br)c1OC(C)C,-5,0
Cc1ncc(NS(=O)(=O)c2ccc(NC(=O)NC3CCCCC3)cc2)c(C)n1,2,-4
CCOc1cccc(-c2nc3cc(C)ccc3o2)c1,2,-41
COc1ccc(OC)c(NC(=O)c2cccnc2Oc2ccc(Cl)cc2)c1,-8,2
O=C(NCc1ccc(F)cc1)C1CCCN(c2cnn(Cc3ccccc3)c(=O)c2)C1 (stereo not given),-3,6
O=C(c1ccncc1)N1CCCC(OCc2nc(C3CC3)no2)C1 (stereo not given),-2,-3
CC(C)C(=O)Nc1ccc2c(N3CCOCC3)ncnc2c1,1,-2
Cc1cccc(-c2nc(C3CCN(C(=O)C(NC(=O)c4ccco4)C(C)C)CC3)no2)c1 (stereo not given),-3,-8
O=C1c2sc3nnc(-c4ccccc4)c(=O)n3c2C(=O)N1c1cccc(Cl)c1Cl,-6,1
CCOC(=O)c1csc(NC(=O)C2CCCN(c3cc(-n4cccn4)ncn3)C2)n1 (stereo not given),-9,24
Cc1nn(-c2ccc(C(=O)NCc3ccccc3Cl)cc2)c2c1C(=O)CCC2,2,4
CCOC(=O)c1nn(-c2ccccc2)c(=O)cc1NC(=O)c1ccc(Br)o1,-14,-4
CC1(C(=O)NC2CCCCCCC2)CCC(=O)N1Cc1cccs1 (stereo not given),-20,-7
Cc1nn(CC(=O)Nc2sc3c(c2C#N)CCCC3)c(C)c1[N+](=O)[O-],-8,-3
CCCC(=O)N1CCC[C@]2(CC[C@@H](CCC#N)O2)C1,2,0
COc1ccc(C(O)c2nccn2C)cc1 (stereo not given),52*,-5
CC(C)Oc1ccc(NC(=O)c2ccc(Br)cc2)cc1,2,1
CCNc1cc(N2CCCC(CCC(=O)NCc3ccccn3)C2)ncn1 (stereo not given),-8,5
O=C(c1cnn(-c2ccccc2)n1)N1CCN(Cc2nc3ccccc3[nH]2)CC1,-14,7
Cc1ccc(C)c(Cc2c(C)nc3c(C(=O)NCc4ccc(F)cc4)cnn3c2C)c1,-10,6
CSc1sc(-c2nc(C)cs2)c(C)c1C(C)=O,-16,.
Nc1cc(-c2ccccc2)nc2ccccc12,-3,4
Cc1cc(C=Nc2ccc3c(c2)OCCO3)c(O)c(Br)c1C,-1,10
CC(=O)N1c2ccc(S(=O)(=O)N3CC(C)CC(C)C3)cc2CC1C (stereo not given),-3,7
CS(=O)(=O)C1=C(O)C(=O)N(c2ccccc2)C1c1ccc(Cl)cc1 (stereo not given),-11,2
CCC1C(=O)C(C)(C)C(=O)OC1c1ccccc1F (stereo not given),-3,-2
CN(C)c1ncccc1C(=O)Nc1cccc(F)c1,-1,-6
COc1cc(/C=C2\NC(=O)N(Cc3ccccc3F)C2=O)cc(OC)c1OC,-5,-4
O=C(CCc1nnc(-c2ccc(F)c(Cl)c2)[nH]c1=O)N1CCCCC1,1,1
CC1CC(=O)N(Cc2ccc(Cl)cc2)C(=O)C1,-10,.
COc1cc(C(=O)NN=C(N)c2ccccn2)cc(OC)c1OC,-63,.
COc1ccccc1-c1noc(C2CCCN2C(=O)c2ccccc2C)n1 (stereo not given),-1,-1
CCOc1ccccc1N1CCN(Cc2cc(Br)c(O)c(OC)c2)CC1,-1,17
COc1ccc(CNC(=O)NCCOc2cc(C)cc(C)c2)cc1OC,-8,-8
Cc1cc(C)n(C(=O)C2CCCN2S(=O)(=O)c2ccccc2)n1 (stereo not given),1,-7
CC1(C)C(C=C(Cl)Cl)C1C(=O)Nc1ccccc1C(F)(F)F (stereo not given),-1,-20
O=C(CN1C(=O)c2ccccc2C1=O)NCCCN1CCCC1=O,-6,-3
COc1ccc([N+](=O)[O-])cc1-c1ccc(/C=C(\C#N)c2nn(CCO)c(N)c2C#N)o1,-3,4
Cc1ccc(C2=N/C(=C\c3ccccc3I)C(=O)O2)cc1[N+](=O)[O-],-4,33
COc1ccc(-c2cc(NS(=O)(=O)c3cccc(F)c3)n(-c3ccc(Cl)c(Cl)c3)n2)cc1,22,.
O=C(CONc1ncnc2nonc12)N1CCOCC1,-3,-6
COc1ccc(C(=O)N2CCCCC2CCN2CCN(C)CC2)cc1 (stereo not given),-2,-2
O=c1oc(-c2ccc(F)cc2)nc2ccc(Br)cc12,-1,3
Cc1ccc(C(=O)N2CCc3c(c(-c4nc(-c5ccc(F)cc5)no4)nn3C)C2)c(C)c1,-1,2
# (next part)
SMILES,Pf apPOL inh,mHTT-CaM PPI inh
CC1Oc2ccccc2OC1C(=O)N1CC2(COC(C)(C)OC2)C1 (stereo not given),-6,-4
CC(=O)c1ccc(C#N)c(SCC(=O)c2ccc(C#N)cc2)n1,-5,.
Cc1ccc(NC(=O)c2cccnc2N(C)C)c(F)c1,4,-7
CNC(=O)C1CCN(c2nc3ccc(-c4cccc(F)c4)nc3s2)CC1,-2,2
CCc1nc(-c2cccnc2N2CCCC(C(=O)N3CCN(CC)CC3)C2)no1 (stereo not given),-1,1
Cc1cccc(N=c2oc3ccc(Br)cc3cc2C(N)=O)c1,2,2
O=C(Nc1ccc2nn(-c3ccccc3)nc2c1)C(F)(F)F,-2,-2
c1ccc(-c2nnc(-c3ccncc3)o2)cc1,-2,-4
CCc1cc(C2CCCN2C(=O)c2cc(-c3ccc(Cl)cc3)on2)on1 (stereo not given),4,-1
CC(C)(Oc1ccc(Cl)cc1)C(=O)Nc1ccccc1F,-2,-58
COc1ccccc1N1CCN(C(=O)c2sc3nc(C)nc(N4CCOCC4)c3c2C)CC1,2,8
O=C(CC1CCCC1)N1CCN(Cc2noc3ccccc23)CC1,-1,0
O=c1c2c(nc3n1CC(O)CS3)-c1ccccc1CC21CCCCC1 (stereo not given),-11,4
Cc1cccc2c1N(CC(=O)NCc1ccccc1)C(=O)C1CCCN1C2=O (stereo not given),-5,-5
Cc1ccc(C(=O)N2CCc3[nH]nc(C(=O)NCCC(C)C)c3C2)cc1C,1,7
Cc1cccn2c(=O)c3cc(C(=O)NCC4CCCO4)c(=N)n(Cc4ccco4)c3nc12 (stereo not given),-3,10
CCc1cccc2c3c([nH]c12)C(CC)(CC(=O)O)OCC3 (stereo not given),10,.
O=C(Nc1cc(Br)ccc1O)c1noc2c1CCCC2,-2,3
COc1ccccc1NC(=O)C1=C(C)NC(=O)NC1c1ccc(F)cc1 (stereo not given),4,7
COc1ccc(C)cc1NC(=O)CSc1ccc(C)cc1,-12,-45
CC(C)NC(=O)CC1Nc2ccccc2NC1=O (stereo not given),-1,1
CCOC(=O)Cc1csc(NC(=O)CSc2nc(=O)[nH]c3c2CCCC3)n1,-5,-12
COc1ccc(CN=C2NS(=O)(=O)c3ccccc32)cc1,6,-2
CCOC1=NN(c2ccc([N+](=O)[O-])cc2)C(=O)/C1=C/c1ccc(OC)c(OC)c1,1,10
